Screening results: PubChem, several laboratories
NALP1 yeast inh: blocks the NALP1 inflammasome reconstituted in yeast; inhibition, % at 10 µM; 0.61% of 280,000 active; S. cerevisiae NALP1/ASC/caspase-1 growth, X-gal OD620, 72 h; in the data active = inhibition mostly above about 24%, no sharp cut-off; inactive = mostly below about 32%; note: some compounds called inactive have numbers as strong as hits
HCV NS3 hel inh: HCV NS3 helicase inhibition. inhibition, % at 10.9 µM. 0.56% of 290,000 active. NS3 helicase DNA unwinding, Cy5 molecular beacon fluorescence;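 active = inhibition above the mean of all tested compounds plus 3 SD, set per campaign, cut at about 35% in these data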;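 note: 0% = DMSO wells and 100% = thioflavine S control wells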
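test system = hepatitis C virus NS3 helicase domain fragment enzyme | reagent = annealed dual-labelled DNA beacon duplex, ATP-started | times = 1 h at 25 °C | detection = Cy5 fluorescence, 0 and 60 min reads | read-out basis = percent inhibition from t60/t0 fluorescence ratio | control set = DMSO and thioflavine S | replication = one well per compound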
FID counter: counter-screen for HCV NS3 helicase inhibitors: DNA intercalator displacement; DNA fluorescent intercalator displacement, fluorescence; inhibition, % at 7.9 µM; 0.17% of 290,000 active; AID 1845; in the data active = inhibition above about 37%;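 note: 0% = vehicle and 100% = reference compound; higher means more ethidium bromide displaced from hairpin DNA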
MEKK2mut PB1 HTS: signal of MEK5 binding to mutant human MEKK2 PB1 domain; 0.35% of 290,000 active; bead flow cytometry, Alexa488-MEK5 binding to MEKK2 mutant; percent response, % at 10 µM; in the data active = percent response above about 24%, passing the limit was not always enough; note: inactives centre near 1; some results filed as inactive read as strong as hits
VIM-2 inhibitor: inhibitors of Pseudomonas aeruginosa VIM-2 metallo-beta-lactamase | purified VIM-2, nitrocefin hydrolysis, epi-absorbance fluorescence | inhibition, % at 5.6 µM | 0.89% of 290,000 active;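 active = inhibition above the mean of all tested compounds plus 3 SD, cutoff set per screening run, cut at about 7.5% in these data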;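 note: red hydrolysis product quenches plate fluorescence so inhibitors raise well fluorescence; 0% = enzyme with DMSO and 100% = DMSO without enzyme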
UBC9 SUMO inh: SUMOylation inhibition; HTRF SUMOylation assay, SAE1/SAE2 + UBC9, in vitro; AID 2006; 0.36% of 290,000 active; P63279; inhibition, % at 35 µM; in the data active = inhibition above about 50%, passing the limit was not always enough; note: strong numbers were not always called active
Target sequence (P63279 whole entry, looked up): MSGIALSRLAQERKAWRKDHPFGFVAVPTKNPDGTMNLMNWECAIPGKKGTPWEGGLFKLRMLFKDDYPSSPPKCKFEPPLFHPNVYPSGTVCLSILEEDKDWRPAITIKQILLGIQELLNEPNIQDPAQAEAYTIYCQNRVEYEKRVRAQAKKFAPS
MEKK2 WT-MEK5: raises or lowers MEK5 binding to wildtype human MEKK2 PB1 domain. 1.1% of 290,000 active. binding response (% of control), % at 10 µM. bead flow cytometry, Alexa488-MEK5 binding to MEKK2 WT; actives lie on both sides. Q9Y2U5; in the data active = binding response below about 67% or above about 130%
IMP-1 inh: inhibitors of Pseudomonas aeruginosa IMP-1 metallo-beta-lactamase | inhibition, % at 5.6 µM | purified IMP-1, nitrocefin hydrolysis, epi-absorbance fluorescence | 0.45% of 290,000 active | AID 1556;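 active = inhibition above the mean plus 3 SD of all compounds in the same screening run, cut at about 4.5% in these data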;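 note: 0% = IMP-1 with DMSO and 100% = DMSO wells lacking enzyme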
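Test system: recombinant IMP-1 enzyme, purified / Medium: HEPES buffer pH 7.1 with ZnSO4 and Brij 35 / Doses: single dose, 5.6 µM / Times: 25 °C, 15 min preincubation, 25 min reaction / Detection: Epi-absorbance via hydrolysed-nitrocefin quenching of white-plate fluorescence, 480/530 nm, EDTA stop / Evaluation: percent inhibition from optical density relative to buffer-blank wells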
M18AAP inhibitor: PfM18AAP enzyme inhibition. recombinant PfM18AAP, H-Glu-NHMec fluorogenic cleavage. 1.2% of 290,000 active. inhibition, % at 7.35 µM. AID 1822;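 active = inhibition above the campaign mean inhibition over all tested compounds plus 3 SD, cut at about 28% in these data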;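 note: 0% = plate median of test compound wells and 100% = 2 mM ZnCl2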
Numbers without * were called inactive; . = no result given.

SMILES	NALP1 yeast inh	HCV NS3 hel inh	FID counter	MEKK2mut PB1 HTS	VIM-2 inhibitor	UBC9 SUMO inh	MEKK2 WT-MEK5	IMP-1 inh	M18AAP inhibitor
COc1ccc(Cn2cccc(NC(=O)Nc3ccc(F)cc3)c2=O)cc1	0	-1	-1	-5	-2.8	-14	99	-3.1	0
Cc1cc(OC(=O)c2ccc3ccccc3c2)c([N+](=O)[O-])c(=O)[nH]1	10	-1	7	-11	1.4	0	92	-2.2	-3
O=C(Nc1nccs1)c1ccc2nccnc2c1	-6	-1	-2	-4	-1.6	14	97	0.2	-2
Cc1ccc(N/N=C(/Sc2nnnn2-c2ccccc2)C(=O)c2ccccc2)cc1	2	9	-17	-2	-4.4	-1	98	-3.1	-2
O=c1[nH]n2c(=O)c3c([nH]c2c1N=Nc1cccc(Cl)c1)CCCC3	1	35	-33	4	-3.0	-26	58	-6.3	0
CN(C)S(=O)(=O)c1cc(NC(=O)Cn2ccsc2=N)ccc1Cl	0	1	8	3	-1.7	13	102	-3.1	-1
CCOC(=O)c1ccc(NC(=S)NCCCN2CCOCC2)cc1	10	-2	14	-7	-3.8	14	101	-2.4	-1
CCN(CC)C(=O)CSc1ncnc2c1cnn2-c1ccccc1	9	-9	-24	-3	-0.8	17	95	-0.6	-4
COc1ccccc1N(C)S(=O)(=O)c1ccc(C(=O)Nc2ccc(N3CCOCC3)cc2)cc1	-12	5	-23	-9	0.5	-1	92	-2.5	-7
C=CCn1c(SCC(=O)Nc2ccc(F)cc2)nnc1-c1cnccn1	18	8	-17	5	0.2	-5	106	-1.8	-4
COc1ccc(/C=N/Nc2ncnc3c2[nH]c2ccc(C)cc23)c(OC)c1OC	.	0	-4	2	-5.0	13	99	-5.1	7
Cc1cc(-n2c(=O)c(C#N)cc3c(=O)n4ccccc4nc32)no1	21	5	-5	-2	1.0	24	95	-2.4	5
N#C/C(=C\c1cccc([N+](=O)[O-])c1)C(=O)NCC1CCCO1 (centres undefined)	-2	2	-2	1	-4.5	-6	99	-3.8	3
OCCC1CN(CCCn2cccn2)CCN1C1CCCCC1 (centres undefined)	-9	-4	14	-7	-8.4	8	90	-2.0	7
CCc1ccccc1NC(=O)COC(=O)c1cccs1	7	6	-7	7	-3.6	6	109	-4.5	-1
Cc1ccccc1NC(=O)c1nn(C)c(C(=O)Nc2ccccc2C)c1[N+](=O)[O-]	2	-2	-6	10	-2.4	6	110	-2.4	6
COc1cc2c(cc1OC)C(C)N(C(=O)[C@@H](NC(=O)c1ccccc1)C(C)C)CC2 (some centres undefined)	9	-1	-37	0	0.1	12	103	-2.2	-5
Cc1cccc(/C=N/NC(=O)c2ccc(NC(=O)c3cccc(Cl)c3)cc2)n1	15	-7	-10	-1	-3.2	15	100	0.5	3
CC(C)c1ccc(C2CC(c3ccc(Br)cc3)=NN2C(N)=S)cc1 (centres undefined)	11	-23	-2	-4	-2.5	3	95	-2.5	-1
Cc1nn(-c2ccccc2)c(N2CCCC2)c1/C=N/NC(=O)c1ccccc1O	11	1	-20	-2	-4.1	3	98	-3.7	11
Cc1ccc2nc(C)c(CN3CCN(c4ccc([N+](=O)[O-])cc4Cl)CC3)n2c1	13	-28	4	5	0.5	13	114	-0.6	-3
CN1CCN(C(=O)C2CCC(C)(C(=O)O)C2(C)C)CC1 (centres undefined)	9	-4	-2	-4	0.7	28	97	-0.1	-11
O=C1CC(N2CCN(c3ccccc3)CC2)C(=O)N1c1ccc(Cl)cc1 (centres undefined)	25	-4	-19	5	0.6	16	106	0.3	-5
CC12CCC(C(=O)Nc3ccccc3Cl)([C@H](Br)C1=O)C2(C)C (some centres undefined)	-4	-16	-6	-5	-3.2	1	96	-3.0	-1

Overlap with the part before: 2 compounds, then new ones.
SMILES	NALP1 yeast inh	HCV NS3 hel inh	FID counter	MEKK2mut PB1 HTS	VIM-2 inhibitor	UBC9 SUMO inh	MEKK2 WT-MEK5	IMP-1 inh	M18AAP inhibitor
O=C1CC(N2CCN(c3ccccc3)CC2)C(=O)N1c1ccc(Cl)cc1 (centres undefined)	25	-4	-19	5	0.6	16	106	0.3	-5
CC12CCC(C(=O)Nc3ccccc3Cl)([C@H](Br)C1=O)C2(C)C (some centres undefined)	-4	-16	-6	-5	-3.2	1	96	-3.0	-1
O=[N+]([O-])c1ccc(N2CCN(c3ccccc3F)CC2)c(S(=O)(=O)N2CCOCC2)c1	20	1	1	-2	-2.9	3	99	-2.4	2
CCOc1ccccc1C(=O)Nc1cc(Cl)ccc1O	38	-16	13	1	1.1	-27	99	-3.0	0
COCCNC(=O)/C(C#N)=C/c1cc(Br)c(O)c(OC)c1	10	-6	2	-4	-2.6	-13	96	-2.4	10
O=C(CC(Cc1ccccc1)C(=O)O)Nc1ccc(Cl)c(Cl)c1 (centres undefined)	9	12	-24	4	-2.0	-6	108	-1.5	-2
O=C(c1ccc2c(=O)n(Cc3ccco3)c(=S)[nH]c2c1)N1CCN(c2ccccc2)CC1	10	1	-2	.	-4.3	-6	.	-3.3	-6
CC1CCN(CC(=O)N2CCCc3c2c(=O)oc2ccc(OCc4ccccc4)cc32)CC1	24	-13	3	4	-3.0	-3	107	-1.4	4
O=C(Nc1nc2c(s1)CCCC2)Oc1ccccc1	26	3	4	-7	-2.3	21	91	-3.7	3
CCN(CCCNC(=O)CNC(=O)c1nn(-c2ccc(OC)cc2OC)c(=O)c2ccccc12)c1cccc(C)c1	11	6	-28	9	-5.0	19	104	-2.9	10
CCC(Oc1nc2ccccc2nc1-c1ccccc1NC(C)=O)C(=O)c1ccccc1 (centres undefined)	10	-4	-9	4	-1.4	4	95	-1.7	2
Cc1cccc(OCCNc2ccc(C(F)(F)F)cc2[N+](=O)[O-])c1	24	2	-2	-1	-0.7	10	94	-2.0	11
COCCN1C(=O)N[C@@H](c2cccs2)C(C(=O)OC)=C1C	30	4	-3	7	-0.3	13	96	-1.1	-3
CC(CNC(=O)COc1ccccc1)OC(=O)Nc1ccc(Cl)c(Cl)c1 (centres undefined)	28	-11	-8	22	0.1	-20	132	0.1	3
Cc1cccc(NCc2cc(Cl)ccc2O)n1	11	0	4	4	-0.8	-50	107	-1.8	-4
COC(=O)/C=C1\NCCSC1=O	-1	7	3	-3	-4.4	15	101	-4.4	2
CCOC(=O)c1nnc(-c2ccccc2)nc1Oc1ccc(Cl)cc1	28	4	0	-5	-2.0	-9	96	-1.7	1
COc1cc(/C=C(/C#N)c2nc3ccccc3[nH]2)ccc1Oc1ncccc1[N+](=O)[O-]	0	-9	-1	-6	-3.3	29	71	-2.4	5
Cc1cccc(OCc2nnc(SCn3nnc4ccccc4c3=O)o2)c1	-2	-7	-23	-6	-4.8	-11	93	-2.2	0
CN(C)CCCNC(=O)/C(=C\c1ccc(-c2ccc(Br)cc2)o1)NC(=O)c1ccccc1	43	-75	21	0	-2.0	-2	125	-2.9	-2
COCCCN1C(=O)/C(=C/c2ccc(CNS(=O)(=O)c3ccccc3)o2)C(C(=O)OC)=C1C	11	20	-23	0	-2.5	38	104	-2.0	7
COc1cc(/C(C)=C/c2ccccc2)c2c(c1)oc1ccccc12	-17	-3	-3	0	-2.5	-16	104	-2.2	4
CCC(=O)c1ccc(OCC(=O)OCC(=O)NC2CCCCCCC2)cc1	5	-20	-34	2	-0.7	-5	103	-1.4	-2
CC1(c2ccc3ccccc3c2)NC(=O)NC1=O (centres undefined)	8	6	-3	10	-3.8	-6	109	-2.9	-5
COc1cc(/C=N/NC(=O)C2C3CCCCC32C)cc(Br)c1O (centres undefined)	3	-33	-18	1	-5.0	-18	100	-3.5	10
O=C(Cn1nc(-c2ccc3c(c2)OCCO3)ccc1=O)Nc1ccc(-n2cnnn2)cc1	16	-10	0	3	-1.6	43	104	-3.0	4
CCOC(=O)C(=O)Nc1cc(C)nn1-c1nc2ccccc2[nH]1	6	9	-7	-30	-0.9	-63	80	1.5	-4
COc1ccc(NC(=S)N2CCN(C(=O)c3ccco3)CC2)cc1OC	6	4	-9	5	-2.9	14	108	-0.6	-2
O=C(CCCn1c(SCc2ccccc2F)nc2ccccc2c1=O)NCC1CCCO1 (centres undefined)	1	4	-10	-13	-1.3	-8	57	0.0	-14
Cc1nonc1C1CCCN1Cc1cn[nH]c1-c1ccc(-c2ccccc2)cc1 (centres undefined)	13	-18	-1	-3	-1.8	-11	97	-1.9	3
NC(=O)C1CCN(Cc2nc3ccccc3c(=O)[nH]2)CC1	2	1	0	0	-1.4	-9	102	-3.7	4
O=C(CCn1cccn1)Nc1ccc(-c2ccno2)cc1	25	20	2	-4	2.5	7	101	1.5	-5
O=C(Nc1ccccc1N1CCOCC1)c1ccccc1NS(=O)(=O)c1ccc(F)cc1	-18	-4	-12	.	-2.8	5	.	-2.1	4
CN(CC(=O)Nc1ccncc1)S(=O)(=O)c1ccc(Br)cc1	9	-5	-4	9	0.9	4	105	-2.4	3
CC(C)(C)C(=O)C1=C(O)C(=O)N(c2ccccc2)C1c1ccccc1 (centres undefined)	0	18	-5	12	-1.6	4	108	-3.6	2
CSc1nc(N)c2c(C)c(C)sc2n1	18	-3	0	2	-0.7	-4	105	-2.8	-1
CC(C)(C)c1ccccc1NC(=O)Cn1c(=O)cnc2ccccc21	38	8	-5	-1	-2.4	1	98	-2.1	-4
COc1cc(C)nc(Oc2ccc(=O)n(C)n2)n1	-3	2	6	-3	-2.1	1	98	-3.5	-6

As entered above.
`CSc1nc(N)c2c(C)c(C)sc2n1` @ M18AAP inhibitor: -1
`COc1cc(C)nc(Oc2ccc(=O)n(C)n2)n1` @ FID counter: 6
`Cc1nonc1C1CCCN1Cc1cn[nH]c1-c1ccc(-c2ccccc2)cc1` (centres undefined) @ HCV NS3 hel inh: -18
`COc1ccc(NC(=S)N2CCN(C(=O)c3ccco3)CC2)cc1OC` @ M18AAP inhibitor: -2
`O=C(CCCn1c(SCc2ccccc2F)nc2ccccc2c1=O)NCC1CCCO1` (centres undefined) @ VIM-2 inhibitor: -1.3

Continued:
SMILES	NALP1 yeast inh	HCV NS3 hel inh	FID counter	MEKK2mut PB1 HTS	VIM-2 inhibitor	UBC9 SUMO inh	MEKK2 WT-MEK5	IMP-1 inh	M18AAP inhibitor
COc1ccc(C2=CC(c3sccc3C)n3nnnc3N2)cc1 (centres undefined)	25	-9	-14	8	-2.9	-1	106	-1.4	0
O=C(CCNC(=O)c1ccc(Br)cc1)NCC1COc2ccccc2O1 (centres undefined)	-51	8	-13	4	-1.3	2	98	-1.7	4
CC1(C)CN(C(=S)Nc2ccc(F)cc2F)C1=O	10	6	-1	-6	-1.5	2	101	-0.3	-3
Nc1cccnc1Sc1cc(Cl)cc(Cl)c1	8	9	2	-5	-1.1	16	96	3.6	15
CCN(CC)S(=O)(=O)c1ccc(N2CCN(C)CC2)c(NC(=O)Nc2ccc(C)cc2)c1	34	-60	23	15	0.6	5	146*	-0.1	-8
COc1ccc(CNc2ccc(Br)cc2)cc1	9	-3	-1	3	-1.0	-9	98	-2.4	-1
COc1ccc(CN(C(=O)/C=C/c2ccco2)C2CCS(=O)(=O)C2)cc1 (centres undefined)	0	14	-30	5	0.1	13	102	-2.2	2
CCSc1nnc(N(CCC(=O)O)CCC(=O)O)s1	-16	5	-1	3	-0.9	-3	103	-3.0	0
Cc1ccc(C(=O)N/C(=C/c2ccco2)C(=O)N2CCC(C)CC2)cc1	8	47*	-35	2	-6.0	-7	101	-1.8	21
